MLLE-PAM2 inh = inhibitors of PABP1 MLLE–PAM2 peptide binding, primary screen, biochemical, fluorescence polarization, FITC-PAM2, GST-MLLE | AID 588489, 2011 | hit rate 0.36% among 360,000 | Polyadenylate-binding protein 1 (Homo sapiens), P11940 | inhibition, % at 20 µM; in the data active = inhibition above about 35%, passing the limit was not always enough;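 note: plate controls were DMSO wells with GST-MLLE for no effect and wells lacking GST-MLLE protein for full effect; some results filed as inactive read as strong as hits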
Rpn11 inh = Rpn11 (PSMD14) deubiquitinase inhibitors, primary screen, biochemical, fluorescence polarization, uHTS | calls only at 20 µM | human 26S proteasome, Ub4-pepOG fluorescence polarization; 20S core pre-blocked with epoxomicin | AID 588493, 2011 | hit rate 0.59% among 360,000;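 active = inhibition at 20 µM, scaled to each plate's controls, above about 33%, limit read from the data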
FAS-TE inh = FAS thioesterase domain inhibitors, primary screen, biochemical, fluorescence intensity, uHTS | inhibition, % at 15 µM | recombinant FAS-TE, OMFH fluorogenic substrate, fluorescence endpoint | Fatty acid synthase (Homo sapiens), P49327 | hit rate 0.67% among 360,000;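 active = compounds whose normalised, plate-corrected inhibition of enzyme fluorescence in the single-dose primary screen is 50% or more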;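 note: 0% = DMSO with enzyme and 100% = substrate without enzyme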
MT1-MMP act inh = blockers of MT1-MMP proenzyme processing, primary screen, HT1080 RFP-PRO-GFP cells, GFP/RFP fluorescence. Matrix metalloproteinase-14 (Homo sapiens), P50281. GFP/RFP ratio fluorescence, overnight; percent of plate control window, DMSO zero. GFP/RFP ratio change, % at 20 µM. hit rate 0.061% among 360,000;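 active = GFP/RFP ratio change of at least 30% with cell ATP level not reduced by more than half and red fluorescence within 50% of control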; note: strong numbers were not always called active
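Test system: HT1080 cells expressing an RFP-PRO-GFP fluorescent reporter construct / Compound dosing: single-point 20 µM compound, 1% DMSO / Schedule: cells overnight before dosing, compound overnight, 37 °C, 5% CO2 / Evaluation: GFP/RFP fluorescence ratio / Control set: DMSO and RFP-L50D-GFP cell wells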
MsrA inh = bovine MsrA enzyme inhibitors, primary screen, biochemical, absorbance, HTS; Methionine sulfoxide reductase A (Bos taurus); purified bovine MsrA, absorbance read-out; inhibition, % at 15.5 µM; hit rate 0.75% among 360,000; AID 651718, 2012; in the data active = inhibition above about 4.5%;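 note: 0% = vehicle wells with enzyme and 100% = reference inhibitor wells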
bovine MsrA act = bovine MsrA enzyme activators, primary screen, biochemical, absorbance, HTS. Methionine sulfoxide reductase A (Bos taurus). purified bovine MsrA, absorbance read-out. activation, % at 10.6 µM. hit rate 0.3% among 360,000; in the data active = activation above about 7.5%;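 note: 0% = vehicle and 100% = reference activator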
CSN deneddyl inh = inhibitors of CSN-mediated cullin deneddylation, primary screen, biochemical, fluorescence polarization, uHTS. COP9 signalosome complex subunit 5 (Homo sapiens), Q92905. hit rate 0.38% among 360,000. Purified CSN, SCF-Nedd8-OG deneddylation. inhibition, % at 12.5 µM;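 active = pattern-corrected inhibition above about 35%, with an unprinted fluorescence ratio check between 0.5 and 1.5, limit read from the data, passing the limit was not always enough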;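 note: 0% = enzyme with substrate and 100% = substrate without enzyme; some results filed as inactive read as strong as hits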
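Material: human Csn5 produced in HEK293T cells; Input: enzyme 0.24 nM; Reagent: SCFSkp2-Nedd8OG substrate at 10 nM final; Dosing: 12.5 µM compound; Incubation: 90 min reaction at room temperature; Detection: fluorescence polarization of the substrate; Evaluation: % inhibition of substrate cleavage by Csn5; Control set: substrate-only high control, full reaction low control.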
Rin1-Abl PPI inh = inhibitors of Rin1-Abl protein binding, primary screen, biochemical, TR-FRET; Tyrosine-protein kinase ABL1 (Homo sapiens) + Ras and Rab interactor 1 (Homo sapiens), …; inhibition, % at 7.35 µM; hit rate 0.4% among 360,000; AID 588664, 2011; in the data active = inhibition above about 5%, passing the limit was not always enough
E coli Lon inh = inhibitors of E. coli Lon protease, primary screen, biochemical, fluorescence polarization; P0A9M0; purified E. coli Lon protease; inhibition, % at 7.94 µM; hit rate 0.42% among 360,000; in the data active = inhibition above about 13%, passing the limit was not always enough;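 note: 0% = enzyme with probe and DMSO and 100% = no enzyme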
* hit, by the source's call; i = inactive; / = no result given.

no. | structure | MLLE-PAM2 inh | Rpn11 inh | FAS-TE inh | MT1-MMP act inh | MsrA inh | bovine MsrA act | CSN deneddyl inh | Rin1-Abl PPI inh | E coli Lon inh
1 | O=C1CC(c2ccsc2)c2cc3c(cc2N1)OCCO3 (stereo not given) | 9 | i | -3 | 0 | 0.8 | -2 | -1 | -2 | -1
2 | CCOC(=O)c1cnn(-c2ccccc2)c1NC(=O)C(F)(F)C(F)(F)C(F)(F)F | -1 | i | -7 | -14 | 0.9 | -11 | 0 | 6 | -3
3 | CCN(CC(=O)Nc1ccc(NC(C)=O)cc1)C(=O)Cc1cccc2ccccc12 | -21 | i | -3 | 0 | -0.6 | -8 | -1 | 0 | 9
4 | CCOC(=O)c1sc(N(Cc2ccccc2)C(=O)CCl)nc1C | 23 | i | 27 | 2 | -1.6 | -2 | 5 | 2 | -2
5 | CC1CCCCN1c1ccc(N)cc1C(N)=O (stereo not given) | 16 | i | -15 | -3 | -0.1 | -4 | 4 | 2 | 3
6 | COc1cc(C(=O)NCCOc2ccc(Cl)cc2)ccc1OCc1c(C)noc1C | -11 | i | 1 | / | 0.1 | -13 | -1 | 3 | 8
7 | CCOc1ccc(NC(=O)Nc2nc3ccc(S(C)(=O)=O)cc3s2)cc1 | -13 | i | 0 | 3 | 0.3 | 0 | -1 | 0 | 14
8 | c1cc(-c2nnc(-c3ccncc3)o2)ccn1 | 13 | i | -6 | -1 | -0.3 | 4 | -5 | 2 | 2
9 | Cc1ccc(C)c(NC(=S)NNC(=O)c2cc3c(s2)CCC(C)C3)c1 (stereo not given) | 30 | i | -9 | 4 | 0.0 | -6 | -3 | 1 | -5
10 | COC(=O)CSc1nnc(CNc2ccc(F)cc2)o1 | 10 | i | -7 | 2 | -0.2 | -5 | -4 | -1 | -8
11 | Cc1ccc(-c2cc(N)n(Cc3ccc(Cl)cc3)n2)cc1 | 14 | i | 18 | 15 | -0.4 | -1 | 1 | 0 | -3
12 | Cc1[nH]c(C)c(S(=O)(=O)N2CCN(c3cccc(Cl)c3)CC2)c1C(=O)N1CCCC1 | 6 | i | -4 | -3 | -1.6 | -1 | -3 | 4 | -10
13 | COCc1cc(CN2CCCC(C(=O)c3cccc(C(F)(F)F)c3)C2)ccc1OC (stereo not given) | 7 | i | 8 | -1 | -0.4 | -4 | 3 | 2 | 5
14 | O=C(NCCCc1ccccc1)[C@@H]1Cc2ccccc2CN1 | 1 | i | 2 | 1 | -0.5 | -2 | 0 | 1 | 5
15 | C/C(CC(=O)Nc1cccc(Br)c1)=N\NC(=O)c1ccc(O)cc1O | -6 | i | 1 | -1 | 1.8 | -4 | -3 | 2 | -1
16 | CN1C2CCC1/C(=C\c1ccc(F)cc1)C(=O)/C2=C/c1ccc(F)cc1 | -6 | i | 1 | -17 | 0.3 | -6 | 4 | 0 | -1
17 | Nc1ccc2nc(C3CCCCC3)[nH]c2c1 | -12 | i | -4 | 11 | 0.3 | 0 | -5 | -1 | -2
18 | CCC(=O)c1ccc(/C=C/c2nc3ccccc3n2C)o1 | 1 | i | 3 | -10 | 5.2* | -6 | -3 | -1 | -1
19 | Cc1ccc(Sc2ccc(NC(=O)c3ccc(S(C)(=O)=O)cc3Cl)cc2)cc1 | -8 | i | -16 | 6 | 1.8 | -2 | 3 | 1 | -6
20 | NS(=O)(=O)c1cccc(NC(=O)COc2ccc([N+](=O)[O-])cc2)c1 | 2 | i | 6 | 5 | 0.8 | -13 | 2 | 0 | -5
21 | COc1cc(C)c(C(=O)Oc2cc(C)c(C(=O)O)c(O)c2C)c(O)c1C | 0 | i | -150 | 2 | -0.4 | -3 | 3 | 0 | -11
22 | c1ccc(CSc2ncn(-c3ccccc3)n2)cc1 | 6 | i | 9 | -1 | 1.1 | -3 | -2 | -2 | -12
23 | Cc1sc2ncn(CC(=O)Nc3ccccc3F)c(=O)c2c1-c1ccccc1 | -13 | i | 14 | 1 | 0.2 | -1 | -4 | -2 | -15
24 | C/C(=N\Nc1ccc(S(N)(=O)=O)cc1[N+](=O)[O-])c1cccs1 | -11 | i | 2 | 10 | 4.7* | -5 | -1 | -1 | 10
25 | C=CCNC(=O)CN(c1ccc(OC)cc1OC)S(C)(=O)=O | 9 | i | -10 | 0 | -0.4 | -2 | 3 | 0 | -5
26 | Cc1ccc(S(=O)(=O)N2CCC(C(=O)N[C@H](C(=O)NC3CCS(=O)(=O)C3)C(C)C)CC2)cc1 (stereo not given in full) | -17 | i | -6 | 5 | 0.2 | -4 | 0 | -5 | -7
27 | Cc1ccc(S(=O)(=O)N2CCOCC2)cc1C(=O)OCC(=O)N(Cc1ccccc1)C(C)C | 2 | i | 22 | -4 | 1.8 | -2 | -2 | 3 | -3
28 | COc1ccc(CNCCNC(=O)c2ccco2)c(OC)c1OC | 13 | i | -6 | 5 | 0.1 | 0 | -1 | 6 | 3
29 | CCN1C(=O)[C@H]2[C@@H](c3ccc(C)cc3)N3C(=O)N(c4ccc(OC)cc4)C(=O)[C@@]3(C)[C@H]2C1=O | 3 | i | -9 | -5 | 0.2 | -2 | -2 | 0 | -4
30 | Cc1ccc2nc(-c3ccccc3)cc(C(=O)NCC3CCCO3)c2c1 (stereo not given) | 8 | i | 0 | -1 | 1.5 | -2 | 0 | -4 | 1
31 | CCN(CC)S(=O)(=O)c1ccc(Cl)c(C(=O)OCC(=O)c2c(N)n(C)c(=O)n(C)c2=O)c1 | 2 | i | 9 | 8 | 0.4 | 1 | 0 | -2 | -8
32 | C=CCOC(=O)C1=C(C)Nc2nnnn2C1c1ccc(OC)cc1OC (stereo not given) | 4 | i | -1 | -1 | 0.8 | -9 | -4 | 2 | -14
33 | COc1ccc(OC)c(S(=O)(=O)N2CCc3ccccc32)c1 | -8 | i | 10 | 3 | -1.4 | -1 | -1 | 1 | -1
34 | Cc1ccsc1/C=C(\C#N)C(=O)NCc1ccco1 | -1 | i | -9 | 1 | 1.7 | -1 | -4 | -2 | 0
35 | O=C(c1ccc(Cl)c(S(=O)(=O)N2CCCCC2)c1)N1CCN(Cc2ccccc2)CC1 | -10 | i | 8 | 4 | 1.1 | -4 | -3 | 4 | -11
36 | CCc1cccc(C)c1NC(=O)Cc1ccsc1 | -4 | i | -1 | -2 | 0.0 | -3 | 3 | 0 | 9
37 | Cc1nc2cc(-c3ccccc3)nn2c(N)c1-c1ccccc1 | -3 | i | 2 | 0 | -0.7 | 0 | -5 | 4 | -11
38 | Cn1c(=O)c2c(nc(CN3CCCCC3)n2CCCc2ccccc2)n(C)c1=O | 4 | i | -4 | -1 | -0.2 | -1 | 5 | 0 | 5
39 | O=C(Nc1nnc(-c2cccs2)s1)C1CC1 | 6 | i | -2 | 14 | -0.2 | 0 | -3 | -1 | -2
40 | CCCCCCCCN1C(=O)[C@H](CC(=O)NCc2ccccc2)C[C@@]2(C(=O)OCC)CCCC=C12 | / | / | 12 | -8 | -1.1 | -1 | -1 | / | -7

The closing two records of the part above come first, to join the parts:
no. | structure | MLLE-PAM2 inh | Rpn11 inh | FAS-TE inh | MT1-MMP act inh | MsrA inh | bovine MsrA act | CSN deneddyl inh | Rin1-Abl PPI inh | E coli Lon inh
39 | O=C(Nc1nnc(-c2cccs2)s1)C1CC1 | 6 | i | -2 | 14 | -0.2 | 0 | -3 | -1 | -2
40 | CCCCCCCCN1C(=O)[C@H](CC(=O)NCc2ccccc2)C[C@@]2(C(=O)OCC)CCCC=C12 | / | / | 12 | -8 | -1.1 | -1 | -1 | / | -7
41 | O=C(OCCCOc1ccc(F)cc1)c1ccc(O)cc1O | 7 | i | 27 | 0 | 0.4 | -2 | 3 | 2 | -2
42 | Cc1cc(Cl)c2ccc(Cl)cc2n1 | -6 | i | 0 | 7 | -0.4 | -1 | -1 | -1 | -5
43 | COc1ccc(S(=O)(=O)NC(=O)C2(C)CCN2C(=O)CCc2ccc(Cl)cc2Cl)cc1 (stereo not given) | -8 | i | -4 | / | 1.4 | -12 | 3 | 1 | 1
44 | O=c1c2cc(Cl)ccc2[nH]c(=S)n1Cc1ccco1 | -75 | i | 8 | 2 | -0.3 | 0 | 4 | -2 | -3
45 | O=C(NCCCN1CCN(c2ccccc2)CC1)C1CCCN(c2ncnc3c2nc2n3CCCCC2)C1 (stereo not given) | 8 | i | 7 | 3 | 0.6 | -5 | 2 | 0 | -8
46 | Cc1ccc(C)c(NCC(=O)NNC(=S)Nc2ccccc2)c1 | 25 | i | -5 | 3 | 2.2 | -1 | 1 | 1 | -5
47 | Cc1ccc(-c2nnn(CC(=O)O)n2)cc1 | -15 | i | -16 | -5 | -1.2 | -9 | 4 | 0 | -8
48 | CSc1ccccc1NC(=O)CN(C)CC(=O)Nc1ccccc1F | 21 | i | -4 | 2 | -0.1 | -2 | -14 | 1 | 4
49 | CNC(=S)N(CCc1c(C)[nH]c2ccc(F)cc12)Cc1cccnc1 | -162 | i | -2 | -1 | -0.4 | -4 | 3 | 3 | 3
50 | CCCCN1C(=S)NC[C@@H]1Cc1cccc2ccccc12 | -129 | i | -6 | 6 | -1.0 | -2 | 18 | 1 | -7
51 | COCCC(=O)N1CCOCC1c1cc(C(=O)NCc2ccccc2)no1 (stereo not given) | 3 | i | -8 | -2 | -1.5 | -1 | 4 | -3 | 4

Filtered by structure, the compounds so far containing a thiophene ring, fused or not.
no. | structure | MLLE-PAM2 inh | Rpn11 inh | FAS-TE inh | MT1-MMP act inh | MsrA inh | bovine MsrA act | CSN deneddyl inh | Rin1-Abl PPI inh | E coli Lon inh
1 | O=C1CC(c2ccsc2)c2cc3c(cc2N1)OCCO3 (stereo not given) | 9 | i | -3 | 0 | 0.8 | -2 | -1 | -2 | -1
9 | Cc1ccc(C)c(NC(=S)NNC(=O)c2cc3c(s2)CCC(C)C3)c1 (stereo not given) | 30 | i | -9 | 4 | 0.0 | -6 | -3 | 1 | -5
23 | Cc1sc2ncn(CC(=O)Nc3ccccc3F)c(=O)c2c1-c1ccccc1 | -13 | i | 14 | 1 | 0.2 | -1 | -4 | -2 | -15
24 | C/C(=N\Nc1ccc(S(N)(=O)=O)cc1[N+](=O)[O-])c1cccs1 | -11 | i | 2 | 10 | 4.7* | -5 | -1 | -1 | 10
34 | Cc1ccsc1/C=C(\C#N)C(=O)NCc1ccco1 | -1 | i | -9 | 1 | 1.7 | -1 | -4 | -2 | 0
36 | CCc1cccc(C)c1NC(=O)Cc1ccsc1 | -4 | i | -1 | -2 | 0.0 | -3 | 3 | 0 | 9
39 | O=C(Nc1nnc(-c2cccs2)s1)C1CC1 | 6 | i | -2 | 14 | -0.2 | 0 | -3 | -1 | -2
